GPR35 antagonists: GPR35 antagonists blocking zaprinast-driven arrestin recruitment, primary screen, imaging, U2OS, beta-arrestin-GFP, zaprinast agonist (AID 2058); 290,000 tested, 0.052% active; G-protein coupled receptor 35 (Homo sapiens); U2OS GPR35 beta-arrestin-GFP translocation imaging, zaprinast antagonism; higher % means a stronger effect; inhibition, % at 10 µM; hits with a dose series show IC50 in µM;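 active = inhibition of at least 50% with at least 30 cells and total cytoplasm GFP at most 10,000,000; inconclusive = under 30 cells or total GFP of 10,000,000 plus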
West Nile antiviral: West Nile virus antiviral activity, cell-based, CPE readout (AID 1621); West Nile virus-infected cells, CPE inhibition; higher % means a stronger effect; CPE inhibition, % at 10 µM; hits with a dose series show IC50 in µM; 290,000 tested, 0.02% active; in the data active = a potency from the dose series; inconclusive = CPE inhibition mostly from about 3.7% at the one dose, without a potency; inactive = the rest, 99 in 100 with CPE inhibition below about 2.2%; note: strong numbers were not always called active
KOR beta-arrestin-1: KOR antagonists, beta-arrestin recruitment, cell-based, luminescence, uHTS (AID 1778); Kappa-type opioid receptor (Homo sapiens); KOR beta-arrestin recruitment, luminescence, antagonist mode; higher % means a stronger effect; one-dose inhibition, % at 10 µM; IC50 in µM for titrated hits; 290,000 tested, 0.091% active; in the data active = inhibition above about 50%; note: strong numbers were not always called active
T cell HTS: modulators of CD8 T cell-vesicle binding, primary screen, mouse 2C CD8+ T cells, flow cytometry | AID 2052, 2009 | 2C CD8+ T cell-vesicle binding; hits give low values | calls only at 7 µM | 330,000 tested, 0.068% active;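 active = response, share of CD8 T cells binding vesicles, and their 90th percentile fluorescence all below set limits, cut at about 80% in these data, passing the limit was not always enough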
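Material: 2C TCR transgenic mouse naive CD8+ T cells, MACS-purified. Also added: QL9-charged Drosophila Ld/ICAM-1/B7-1 vesicles. Timing: binding 1.5 h at 37 °C. Measured by: high-throughput flow cytometry with anti-B7-1 and anti-CD8 staining. Read-out: percent CD8+ FL2 mean versus row control. Controls: Unloaded micro-vesicles (low), QL9 vesicles with 0.7% DMSO (high).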
GPR55 beta-arrestin: GPR55 agonists via beta-arrestin recruitment, primary screen, imaging, U2OS cells, beta-arrestin-GFP redistribution (AID 1961) | G-protein coupled receptor 55 (Homo sapiens) | U2OS GPR55 beta-arrestin-GFP redistribution imaging; higher % means a stronger effect | activation, % at 10 µM, or EC50 in µM where a hit was titrated | 290,000 tested, 0.048% active;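 active = activation above 40% with more than 50 cells counted in the well; inconclusive = wells holding fewer than 50 cells, flagged as toxic or sparse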;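 note: U2OS osteosarcoma cells stably expressing GPR55 and beta-arrestin-GFP; plate controls were DMSO negative control for no effect and LPI positive control for full effect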
NTR1 ag: agonists of NTR1, primary screen, imaging, U2OS cells, beta-arrestin-GFP, high content (AID 493036). Neurotensin receptor type 1 (Homo sapiens), P30989. NTR1-U2OS beta-arrestin-GFP spot imaging, agonist mode. activation, % at 20 µM. 330,000 tested, 0.17% active;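 active = activation at or above 40% of the spot to cytoplasm intensity ratio, with at least 20 cells analyzed; inconclusive = wells under 20 cells, flagged as cytotoxic or low count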;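 note: 0% = DMSO without peptide and 100% = 100 nM NTR1 peptide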
Target sequence (P30989 whole entry, looked up): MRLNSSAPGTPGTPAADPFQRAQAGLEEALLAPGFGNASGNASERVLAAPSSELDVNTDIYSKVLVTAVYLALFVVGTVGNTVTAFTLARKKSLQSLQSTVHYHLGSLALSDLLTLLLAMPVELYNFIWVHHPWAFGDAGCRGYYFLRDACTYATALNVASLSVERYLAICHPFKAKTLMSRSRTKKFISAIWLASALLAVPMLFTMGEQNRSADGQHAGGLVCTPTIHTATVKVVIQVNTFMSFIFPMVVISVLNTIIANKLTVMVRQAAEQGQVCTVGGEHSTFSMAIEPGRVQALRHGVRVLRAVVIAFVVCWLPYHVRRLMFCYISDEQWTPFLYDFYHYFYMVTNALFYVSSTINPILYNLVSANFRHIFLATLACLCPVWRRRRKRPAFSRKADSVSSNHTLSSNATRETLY
Salmonella PhoP GFP: inhibitors of PhoP regulon expression, primary screen, Salmonella Typhimurium, GFP reporter (AID 1863). one-dose inhibition, % at 50 µM; IC50 in µM for titrated hits. 300,000 tested, 0.16% active. S. Typhimurium PhoP-regulated promoter GFP reporter, 4 h; higher % means a stronger effect;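 active = inhibition over 29.93%, a cutoff 3 SD above the screen mean, later confirmed by dose response; inconclusive = inhibition over 29.93% but no dose response follow-up; inactive = inhibition at most 29.93% or unconfirmed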;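 note: 0% = low Mg2+ inducing control and 100% = high Mg2+ repressing control; strong numbers were not always called active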
GPR55 antagonists: GPR55 antagonists blocking LPI-driven arrestin recruitment, primary screen, imaging, U2OS, beta-arrestin-GFP, LPI agonist (AID 2013); G-protein coupled receptor 55 (Homo sapiens); U2OS GPR55 beta-arrestin-GFP translocation imaging, LPI antagonism; higher % means a stronger effect; inhibition, % at 10 µM; hits with a dose series show IC50 in µM; 290,000 tested, 0.13% active;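 active = spots per cell inhibited over 60%, with over 100 cells counted and total cytoplasm intensity under 500,000; inconclusive = wells with under 100 cells, flagged as likely toxic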;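 note: U2OS cells stably carrying GPR55 and arrestin-GFP stimulated by 5 µM LPI near EC80; imaged beta-arrestin-GFP aggregate spots per cell after agonist stimulation; plate controls were LPI-stimulated DMSO wells for no effect and DMSO wells without LPI for full effect; some results filed as inactive read as strong as hits; confirmed hits need IC50 under 10 µM and bright autofluorescent wells are also inconclusive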
KOR beta-arrestin-2: KOR agonists, beta-arrestin recruitment, primary screen, cell-based, luminescence, uHTS (AID 1777); Kappa-type opioid receptor (Homo sapiens); KOR beta-arrestin recruitment, luminescence; higher % means a stronger effect; activation, % at 10 µM, or EC50 in µM where a hit was titrated; 280,000 tested, 0.02% active; in the data active = activation above about 50%, passing the limit was not always enough; note: a part of the inactive calls stands beside numbers as strong as those of hits
T cell HTS vesicle-bound %: second read-out of T cell HTS, no call of its own (marks repeat the call); double positive events, %; measured here: CD8+ vesicle-bound cell fraction;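 binding gate set so that unloaded-vesicle control wells show 10% double positive cells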
NTR1 ag cell count 20 µM: further read-out of NTR1 ag, marked with its call; cell count; measured here: cell count, cytotoxicity flag
* marks the source's active call; other numbers are inactive results; i = inactive; ? = inconclusive; . = no result given; & = joins results of further samples; [ ] = dose if it differs, or a comment.

SMILES	GPR35 antagonists	West Nile antiviral	KOR beta-arrestin-1	T cell HTS	T cell HTS vesicle-bound %	GPR55 beta-arrestin	NTR1 ag	NTR1 ag cell count 20 µM	Salmonella PhoP GFP	GPR55 antagonists	KOR beta-arrestin-2
COc1ccc(CC(=O)O/N=C(\N)Cc2ccc(OC)c(OC)c2)cc1	4%	-0.1%	-13%	i	18	-0.1%	0.7	69	-4%	-5%	4.9%
CCN(C(=O)CSc1nc2cc(Cl)ccc2c(=O)n1Cc1ccco1)C1CCS(=O)(=O)C1 (centres undefined)	-1%	-1.0%	-8%	i	36	-0.4%	3.6	89	3%	-12%	-5.4%
O=C1CSC(c2ccccn2)N1c1ccc(Cl)c(Cl)c1 (centres undefined)	21%	-0.5%	7%	i	54	-0.1%	-0.2	71	-2%	9%	-2.6%
COc1ccc(/C=C2\CCCC3C2=NN(C(=O)c2ccco2)C3c2ccc(OC)c(OC)c2)cc1OC (centres undefined)	-9%	2.0%	9%	i	23	-0.1%	1.7	55	2%	14%	1.4%
CCOC(=O)c1sc(NC(=O)C2CC(=O)N(c3ccc(OC)cc3)C2)nc1C (centres undefined)	1%	-0.4%	-30%	i	29	0.3%	-1.6	52	6%	5%	0.5%
O=C(NCc1cccnc1)c1ccc(-c2cccc(Cl)c2Cl)o1	10%	-1.7%	-131%[20 µM]	i	56	-0.1%	-2.3	74	.	-6%	0.3%
O=C(c1cccc(S(=O)(=O)N2CCc3ccccc3C2)c1)N1CCN(c2ccccc2)CC1	1%	-0.6%	-23%	i	14	-0.1%	0.5	66	4%	-2%	3.3%
CCc1nc2cc(CC(=O)O)ccc2o1	-8%	0.1%	11%	i	50	0.4%	1.2	83	0%	8%	-1.5%
CC1CCN(C(=O)C2CCN(CCCc3ccccc3)CC2)CC1	12%	-0.3%	5%	i	7	0.0%	0.3	43	-9%	16%	99%
Cc1nc2c(c(C)nn2-c2ccccc2)c(C)c1Cl	9%	0.1%	-16%	i	39	0.3%	-3.8	55	6%	-5%	-4.2%
CNS(=O)(=O)c1cccc2cccnc12	-16%	0.2%	8%	i	8	-0.2%	-0.5	42	-1%	-4%	-6.2%
O=C(Nc1ccc2ccccc2c1)c1ccc(Br)o1	9%	-0.1%	7%	i	64	0.2%	1.0	78	-2%	12%	-1.2%
CCCc1cc(=O)n2[nH]c(NC(=O)c3ccco3)nc2n1	4%	0.2%	-19%	i	20	-0.1%	3.0	64	0%	8%	-1.4%
CN(C)CCNC(=O)/C(=C/c1ccc(-c2cccc([N+](=O)[O-])c2)o1)NC(=O)c1ccccc1	-2%	?	-3%	i	46	-0.2%	2.2	52	-11%	8%	-2.0%
CCOC(=O)c1ccc(NC(=O)COc2ccccc2CNC2CCCC2)cc1	-10%	-1.5%	-35%[20 µM]	i	18	-0.1%	1.7	42	-3%	-2%	-0.6%
COc1ccc(/C=C(/C#N)C(=O)Nc2ccc(C)cc2C)cc1C(=O)O	14%	0.6%	-15%	i	21	-0.2%	-0.4	40	-5%	-3%	-0.5%
O/N=C/c1ccccc1OCc1ccc(Cl)cc1	4%	0.1%	-5%	i	40	1.3%	1.7	57	12%	-8%	2.6%
Nc1c(Cl)ncnc1NCCO	18%&1%	-0.1%&0.2%	-19%&-15%	i	36	-0.1%&0.4%	-0.5	31	-5%&-1%	3%&-10%	1.0%&-1.1%
CCOc1ccccc1OCCCOc1ccc(C)cc1Br	15%	.	-7%	i	58	0.2%	-0.1	57	7%	2%	-1.7%
CCOc1ccccc1NS(=O)(=O)c1cc2c3c(c1)C(C)C(=O)N3CCC2 (centres undefined)	0%	-0.5%	-38%	i	29	-0.1%	2.2	48	-5%	10%	-3.6%
CN(C(=O)c1cccc(C#N)c1)c1nnc(-c2cnccn2)s1	-21%	0.2%	22%	i	34	-0.1%	-1.0	75	31%	-5%	-4.4%
O=C(CN1CCCc2ccccc21)NC(=O)NCc1ccccc1	9%	-0.3%	27%	i	20	-0.1%	0.8	45	-2%	12%	0.6%
NC(=O)c1ccc[n+](Cc2ccccc2)c1	13%	0.0%	22%	i	58	-0.2%	2.6	63	10%	-4%	-3.9%
COc1cc2c(cc1NC(=O)COC(=O)c1ccc(C(C)(C)C)cc1)oc1ccccc12	-13%	-0.3%	-4%	i	63	-0.1%	1.0	88	-5%	15%	-4.0%
NC(=O)c1ccc(NC(=O)CCCN2C(=O)c3ccccc3C2=O)cc1	-11%	0.3%	5%	i	41	-0.2%	1.0	87	7%	-2%	-6.7%
COC(=O)CSc1nnc(SCc2ccccc2)s1	14%	-0.4%	9%	i	22	-0.1%	0.2	47	-18%	2%	.
CCOC(=O)C1(Cc2cccc(OC)c2)CCN(Cc2ccc(OC)c(O)c2)CC1	4%	-0.7%	36%[20 µM]	i	60	0.2%	-0.7	51	-2%	11%	.
CCOc1ccccc1/C=C/c1onc(C)c1S(=O)(=O)N1CCC(C(=O)N2CCCCCC2)CC1	-9%	-0.2%	-4%	i	31	-0.1%	0.1	66	-9%	2%	-4.1%
CCOC(=O)c1ccc(N2C(=O)CC(N3CCC(C(N)=O)(N4CCCCC4)CC3)C2=O)cc1 (centres undefined)	-13%	-0.8%	-3%	i	40	0.6%	-0.8	58	9%	3%	-4.6%
CCC(=O)c1ccc(OCC(=O)OCC(=O)NC2CCCCCCC2)cc1	-1%	0.5%	-7%	i	31	-0.1%	-0.9	32	-2%	?	1.8%
COC(=O)CCC(=O)OC1(C)C(=O)C=C2C=C(C3CC3)N(CC3CC3)C=C2C1=O (centres undefined)	5%	0.1%	34%	i	47	-0.1%	3.6	99	3%	-4%	-1.7%
O=C(NCc1nnc2c(C(F)(F)F)cc(Cl)cn12)c1cccs1	-2%	0.1%	-45%	i	22	-0.2%	-0.3	70	5%	-8%	-0.1%
COc1ccc(NC(=O)CCN2C(=O)c3ccccc3C2=O)cc1	-1%	-0.4%	-22%[20 µM]	i	66	0.2%	1.6	59	-1%	4%	0.1%
Cc1nn(C)c(C(=O)NC(=S)Nc2ccc([N+](=O)[O-])cc2)c1Cl	-7%	-0.8%	-20%	.	.	0.0%	2.5	75	.	6%	1.2%
CN(C)CCNC(=S)Nc1ccccc1C(C)(C)C	-6%	0.5%	-8%	i	53	0.1%	3.4	46	6%	6%	-2.3%
COc1ccc2oc(=O)c(C(=O)N3CCN(c4ccccc4)CC3)cc2c1	-14%	-0.3%	-7%	i	26	0.2%	-0.5	47	-14%	0%	4.2%
COc1ccc(Cn2c(=O)c3c(nc(NCCO)n3C)n(C)c2=O)cc1	-13%	0.3%	-14%	i	12	-0.2%	-0.1	41	0%	0%	1.1%
Cc1cc(N2CCCC2=O)ccc1S(=O)(=O)N1CCOCC1	6%	-0.7%	-2%[20 µM]	i	63	0.2%	-0.8	44	3%	3%	.
O=C(c1ccccc1F)N1CCN(c2ccc([N+](=O)[O-])cc2-n2cccc2)CC1	-19%	-0.5%	-12%	i	16	0.2%	0.3	32	0%	7%	10%
Cn1c(=O)c2sccc2n2c(CCCC(=O)NC3CCN(Cc4ccccc4)CC3)nnc12	-13%	1.5%	-15%	i	10	-0.1%	1.0	67	-3%	8%	-0.2%
Nc1c(N2CCCC2)c2ccccc2oc1=O	10%	-0.2%	3%	i	46	0.3%	0.6	23	5%	-1%	-3.2%
O=C(Nc1nc(-c2ccc(F)c(F)c2)cs1)c1ccc(OCC2CCCO2)cc1 (centres undefined)	4%	-0.9%	-9%	i	14	-0.2%	1.7	45	-4%	-5%	60%
Cc1cc2ncc(-c3ccccc3)nc2cc1C	-6%	0.3%	25%	i	32	-0.1%	-1.2	89	.	5%	-1.5%
Cc1ccc(-n2ncc3c2CC(C)(C)CC3NC(=O)CCCN2CCCC2=O)cc1 (centres undefined)	12%	0.1%	-6%	i	42	0.3%	0.1	69	11%	15%	3.3%
O=C(CSc1nc(O)cc(=O)n1C1CCCC1)Nc1cccc(Cl)c1Cl	9%	0.1%	-7%	i	37	-0.4%	-0.7	48	-1%	5%	-3.0%
Cc1nnc(NC(=O)CSc2nnc(C)n2Cc2ccccc2)s1	0%	-0.4%	3%	i	34	0.0%	-2.3	77	-3%	-9%	2.5%
CS(=O)(=O)N1CCN(C(=O)c2ccncc2)CC1	1%	0.3%	-13%	i	17	-0.2%	1.6	42	7%	16%	-2.1%
Cc1ccc(NC(=O)CSCC(=O)N2c3ccccc3CCc3ccccc32)cc1	1%	-0.9%	4%	i	15	-0.1%	-0.6	54	-1%	1%	2.7%
CC1(C)NC(=O)N(CC(=O)OCC(=O)Nc2cc(S(=O)(=O)N3CCCCCC3)ccc2Cl)C1=O	4%	0.1%	-39%	i	37	-0.2%	-1.6	53	-24%	5%	2.0%
O=C(CCCO)CCCCCCCCC[C@H]1N[C@H](CO)[C@@H](O)[C@@H]1O	-2%	0.0%	-1%	i	45	0.1%	4.7	78	-2%	3%	-2.3%
CCN(Cc1ccccc1)C(=O)COC(=O)Cn1cnc2ccccc21	2%	0.3%	1%	i	33	0.0%	-0.9	66	3%	2%	-3.3%
CCOP(=O)(OCC)C(NC(=O)Nc1ccc(Cl)cc1)C(N)=O (centres undefined)	-4%	0.4%	25%	i	29	-0.5%	8.0	66	-7%	12%	-5.9%

Screening data as filed in PubChem BioAssay.
